MazF activator: increases E. coli MazEF RNase cleavage of RNA. FAM/BHQ RNA-DNA oligo cleavage fluorescence, 5 h. activation, % at 20 µM. 350,000 compounds, 0.32% hits. AID 504720; in the data active = activation above about 50%
Target sequence (P0AE70 whole entry, looked up): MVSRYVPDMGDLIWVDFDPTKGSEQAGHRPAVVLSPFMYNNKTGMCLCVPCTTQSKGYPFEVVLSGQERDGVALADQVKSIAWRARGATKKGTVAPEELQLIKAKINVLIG
TcdB GH inh: inhibitors of Clostridioides difficile toxin B glycohydrolase; P18177; TcdB glycohydrolase enzymatic assay, plate reader; 350,000 compounds, 0.24% hits; AID 652162; inhibition, % at 9.99 µM; in the data active = inhibition above about 10%
Vc quorum ag: quorum light induction in luxS cqsA deficient V. cholerae. 350,000 compounds, 0.16% hits. AID 588436. V. cholerae BH1578 lux reporter, luminescence, 6 h. activation, % at 18.7 µM; in the data active = activation mostly above about 9.7%, no sharp cut-off; also: not every result past the cut was called active; inactives centre near 0; reference of the scale not given here
PfHsp40 yeast: compounds rescuing yeast from Plasmodium falciparum HSP40 toxicity; 340,000 compounds, 0.68% hits; S. cerevisiae expressing PfHsp40, growth rescue, ATP luminescence; growth rescue, % at 12.5 µM; in the data active = growth rescue above about 28%, passing the limit was not always enough;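 also: yeast W303a lacking pdr1 and pdr3 grown in galactose medium; growth measured after three days at 30 °C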
SARS 3CLpro inh: SARS-CoV 3CLpro protease inhibition. inhibition, % at 6 µM. recombinant SARS-CoV 3CLpro, quenched FRET peptide cleavage. AID 1706. 290,000 compounds, 0.14% hits; in the data active = inhibition above about 12%
Yp Topo-I inh: blocks Yersinia pestis topoisomerase I activity; Y. pestis Topo-I cleavage product accumulation, plate reader; activity, % at 10 µM; AID 504884; 360,000 compounds, 0.064% hits; in the data active = activity above about 50%, passing the limit was not always enough; also: inactives centre near 2
Anthrax LF inh2: anthrax lethal factor protease inhibition. inhibition, % at 10 µM. AID 588501. P15917. 360,000 compounds, 0.12% hits. multiplex microsphere protease cleavage assay, LF; in the data active = inhibition above about 30%; also: plate controls were buffer without enzyme for full effect and enzyme alone for no effect
DUSP3 inh: inhibitors of human VHR1 phosphatase (DUSP3); P51452; recombinant VHR phosphatase, pNPP absorbance; inhibition, % at 13.3 µM; 290,000 compounds, 0.52% hits; AID 1654; in the data active = inhibition above about 50%; also: some compounds called inactive have numbers as strong as hits
Target sequence (P51452 whole entry, looked up): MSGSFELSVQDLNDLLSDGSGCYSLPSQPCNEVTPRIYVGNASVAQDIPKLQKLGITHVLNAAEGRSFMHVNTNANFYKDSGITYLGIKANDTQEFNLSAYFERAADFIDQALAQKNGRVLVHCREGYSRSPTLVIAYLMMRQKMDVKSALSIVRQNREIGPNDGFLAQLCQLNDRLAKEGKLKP
PriA SSB inh: K. pneumoniae PriA-SSBct interaction inhibition; AlphaScreen SSBct-PriA binding, biotinylated peptide; inhibition, % at 33 µM; 430,000 compounds, 0.6% hits; in the data active = inhibition mostly above about 37%, no sharp cut-off; inactive = mostly below about 20%;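 also: plate controls were negative control peptide for no effect and reference peptide for full effect; strong numbers were not always called active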
Rv3671c inh: Rv3671c (M. tuberculosis) protease inhibition | P9WHR9 | inhibition, % at 5.96 µM | 320,000 compounds, 0.048% hits | AID 2606; in the data active = inhibition above about 38%;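 also: extracellular domain of Rv3671c used as enzyme; 0% = enzyme with DMSO and 100% = no enzyme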
Target sequence (P9WHR9 whole entry, looked up, the tested form may be a part): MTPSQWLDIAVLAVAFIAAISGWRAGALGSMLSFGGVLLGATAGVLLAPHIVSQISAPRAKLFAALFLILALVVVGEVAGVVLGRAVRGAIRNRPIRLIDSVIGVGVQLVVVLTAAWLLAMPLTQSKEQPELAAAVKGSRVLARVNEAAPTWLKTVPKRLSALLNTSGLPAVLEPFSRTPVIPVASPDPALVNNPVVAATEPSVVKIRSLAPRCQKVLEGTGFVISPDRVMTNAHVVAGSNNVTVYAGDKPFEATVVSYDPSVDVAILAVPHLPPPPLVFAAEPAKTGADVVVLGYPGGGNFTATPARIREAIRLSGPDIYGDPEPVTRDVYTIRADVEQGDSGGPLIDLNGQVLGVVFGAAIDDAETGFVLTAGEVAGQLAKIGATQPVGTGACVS
Starred values were filed as active, the others as inactive; i = inactive; . = no result given; ! = not active in a repeat.

SMILES	MazF activator	TcdB GH inh	Vc quorum ag	PfHsp40 yeast	SARS 3CLpro inh	Yp Topo-I inh	Anthrax LF inh2	DUSP3 inh	PriA SSB inh	Rv3671c inh
COc1ccc(NC(=O)CC2CC3CCC2C3)cc1S(=O)(=O)N1CCOCC1 (stereo not given)	11	2.0	.	-2.0	.	9	-3	.	-12	5
CCCCCCNCc1cccc(Br)c1	0	.	i	-0.3	-4	-2	-2	27	-14	2
CCOC(=O)c1ccccc1NC(=O)Cn1cnc2c(cnn2-c2ccccc2)c1=O	-5	.	0.9	0.3	2	3	-2	-4	-5	-3
O=C(O)c1cccc2c1C(=O)c1cc([N+](=O)[O-])cc([N+](=O)[O-])c1-2	-2	0.6	-5.3	.	.	0	-2	.	.	.
CCOc1cc(CNc2ccc(O)cc2)ccc1OCc1ccc(Cl)cc1Cl	5	.	-0.1	24	-2	-3	-10	-5	2	-2
O=C(c1ccc(Sc2cccc(Cl)c2)c([N+](=O)[O-])c1)N1CCN(c2ccccn2)CC1	-2	1.7	-0.2	2.3	2	37	-8	32	-3	3
O=C(Oc1ccc(Cl)c(Cl)c1)C1=CC=CN2CCS(=O)(=O)N=C12	6	1.2	0.5	0.6	.	15	.	.	-4	6
Nc1c(Sc2ccccc2)c(=O)[nH]c(=O)n1Cc1ccccc1	10	.	-0.5	0.0	-2	-7	-3	.	0	-11
CN1CCN(c2ccc([N+](=O)[O-])cc2C(=O)c2ccc(Br)cc2)CC1	11	.	-6.2	-0.9	1	1	-6	24	-8	0
CC(SC(=S)N(C)Cc1cccs1)C(=O)O (stereo not given)	2	-1.2	.	-0.3	6	2	-1	-4	-21	6
C=CC[C@H](CC(=O)NCCO)C(=O)N[C@H](COC(=O)[C@@H](CC=C)Cc1ccc(F)cc1)C(C)(C)C	0	0.0	i	0.3	.	10	-1	.	-18	5
O=C(c1ccco1)N1CCN(C(=O)c2ccccc2OCc2ccccc2)CC1	-4	-7.1	-5.7	-0.3	.	7	2	.	-8	1
COc1ccc(Cc2nnc(N/N=C/c3ccc(C)o3)[nH]c2=O)cc1	9	0.8	-0.5	0.7	-1	2	-1	10	.	11
CCc1cc(=O)oc2c(C)c(OC(C)C(=O)N3CCC[C@@H]3C(=O)O)ccc12 (stereo not given in full)	7	1.7	-0.4	0.4	4	4	0	4	4	2
CCOc1ccc(N2C(=O)C(=O)/C(=C(/O)c3ccccc3)C2c2ccccc2[N+](=O)[O-])cc1 (stereo not given)	2	1.1	-0.9	0.1	4	0	-7	-19	.	5
Cc1cc(C)nc(NC(=O)c2cccc([N+](=O)[O-])c2)c1	1	2.0	-0.3	0.7	-6	-13	-1	2	-4	7
COC(=O)c1c(-c2ccccc2)noc1C	7	1.3	-1.7	-0.2	4	5	3	23	-5	2
COc1cc(SC)ccc1C(=O)N(CC(=O)Nc1ccccc1Br)Cc1ccco1	-2	0.9	i	0.1	.	22	2	.	-13	-1
Cc1cccc(C(=O)N2CCCC(N3CCN(c4ccccc4F)CC3)C2)n1 (stereo not given)	2	0.9	i	-0.6	0	6	-2	-15	-10	-10
Cc1cccc(N2CCN(C(=O)CCn3c(=O)[nH]c4ccsc4c3=O)CC2C)c1 (stereo not given)	11	2.5	-0.5	0.2	-2	13	1	6	-3	0

Continued; the last four above are carried over.
SMILES	MazF activator	TcdB GH inh	Vc quorum ag	PfHsp40 yeast	SARS 3CLpro inh	Yp Topo-I inh	Anthrax LF inh2	DUSP3 inh	PriA SSB inh	Rv3671c inh
COC(=O)c1c(-c2ccccc2)noc1C	7	1.3	-1.7	-0.2	4	5	3	23	-5	2
COc1cc(SC)ccc1C(=O)N(CC(=O)Nc1ccccc1Br)Cc1ccco1	-2	0.9	i	0.1	.	22	2	.	-13	-1
Cc1cccc(C(=O)N2CCCC(N3CCN(c4ccccc4F)CC3)C2)n1 (stereo not given)	2	0.9	i	-0.6	0	6	-2	-15	-10	-10
Cc1cccc(N2CCN(C(=O)CCn3c(=O)[nH]c4ccsc4c3=O)CC2C)c1 (stereo not given)	11	2.5	-0.5	0.2	-2	13	1	6	-3	0
O=C(O)CCCCCNCc1c(Cl)cccc1Cl	-6	1.2	i	-1.7	4	10	-1	11	-3	3
COc1ccccc1-c1ccc2c(c1)C(C)(Cc1ccc(Cl)c(Cl)c1)C(=O)N2 (stereo not given)	.	2.2	i	.	.	27	3	.	.	.
COc1cccc(OC)c1Nc1nc(C)nc2c1nnn2Cc1ccccc1Cl	-3	0.4	-0.3	1.4	4	20	-2	29	0	-1
CNC(=O)/C(C#N)=C/c1cccc(Oc2ccccc2)c1	-7	0.9	-0.4	-1.0	4	13	8	-5	0	2
O=C(COC(=O)c1ccccc1OCC(=O)Nc1ccc(Br)cc1)Nc1ccccc1	-57	0.3	0.7	9.7	-2	4	1	14	4	-5
O=C(c1ccc(N2CCOCC2)c([N+](=O)[O-])c1)N1CCN(c2ccccc2)CC1	-6	1.6	i	0.0	.	14	-5	.	-1	.
S=C(NCc1ccco1)N1CCN(C/C=C/c2ccccc2)CC1	3	-1.1	i	-0.6	4	18	-1	11	5	5
CCCNS(=O)(=O)c1ccc2c(c1)n(C)c(=O)n2C	1	-0.5	i	-1.3	3	-9	-3	-1	6	9
COc1cc(NC(=O)CCc2ccccc2)c(C(=O)O)cc1OC	-2	.	i	0.1	5	-1	.	-1	-8	8
O=C1c2ccccc2S(=O)(=O)c2cc(N3CCOCC3)ccc21	-27	.	i	-1.4	.	11	8	.	-21	-4
Cc1ccc2nc(Cl)cc(=O)n2c1	6	0.3	i	-0.2	.	-1	8	.	-16	.
N#Cc1ccc(Nc2ccccc2)c(N)c1	-1	.	8.3	-1.0	0	-3	-4	33	16	-1
O=C(CNC(=O)c1ccc(Br)o1)NCc1ccc(F)cc1	-4	1.4	-0.5	-0.8	1	-1	0	-14	0	8
OC(c1cccc(Cl)c1)(c1cccc(Cl)c1)C1CN2CCC1CC2 (stereo not given)	15	0.4	-0.5	-0.2	-1	-10	-10	10	-3	-3
COc1ccc(/C=N/NC(=O)CSc2ccccn2)cc1OC	-1	0.9	i	-0.2	4	-6	.	9	i	2
CCOC(=O)c1cnc2c(ccc3ccccc32)c1NCCN(C)C	6	1.6	-0.9	3.5	-4	6	-2	20	-23	-1
CCN(CC)S(=O)(=O)c1cccc(C(=O)N/N=C2\CC(=O)CC(C)(C)C2)c1	-3	-0.5	-0.5	0.0	1	-6	-2	3	.	3
CN(C1CC(C)(C)N(O)C(C)(C)C1)S(=O)(=O)CC12CCC(CC1=O)C2(C)C (stereo not given)	7	-0.1	-0.5	-1.5	4	-17	-2	4	-1	10
O=C1NC(=S)NC(=O)C1=Cc1ccc2c(c1)CCN2CCCCl	-15	.	i	.	-2	-11	-21	9	1	3
COc1ccccc1N1CCN(C(=O)c2oc3c(c2C)C(=O)CC(C)(C)C3)CC1	-15	2.0	-0.2	-1.6	7	5	-1	-4	-2	-4
Cc1ccc(-c2cc(C(=O)NCC3CCCO3)c3ccccc3n2)cc1C (stereo not given)	11	0.2	i	-0.3	5	1	3	40	-5	-1
CC(C)(CN1CCN(Cc2ccccc2)CC1)NS(=O)(=O)c1ccccc1	1	1.1	i	-1.3	1	5	3	9	0	-3
C=CCNS(=O)(=O)c1sccc1/C=N/O	-10	.	.	-0.7	-2	0	-14	12	.	-1
Nc1nonc1-n1nnc(C(=O)N/N=C/c2cccc(Cl)c2Cl)c1CN1CCCC1	8	0.9	0.1	-1.8	-5	13	-3	31	.	-8
CCN1CCN(CC(=O)Nc2cc(S(=O)(=O)N3CCCCC3)ccc2Cl)CC1	2	0.8	-0.8	56*	.	11	3	.	-7	1
CCOc1cc(C2NC(=O)c3ccccc3O2)ccc1OC(C)C (stereo not given)	1	-0.1	0.7	0.4	2	20	-2	-3	-14	-4
CC(C)(C)c1ccc(/C=C2\Oc3c(ccc(O)c3CN3CCN(CCO)CC3)C2=O)cc1	-77	1.7	-0.2	0.0	0	6	-5	-7	10	5
CCC(CC)CN1CCC(CN2C(=S)NC[C@@H]2CC(C)C)CC1	14	-0.9	i	-0.3	.	-9	-11	.	3	.
CCN1C(=NCC(C)C)N[C@@H](CCc2ccccc2)[C@H](C(=O)NCC(C)C)[C@H]1C	3	.	0.0	0.3	-5	-7	-3	1	2	0
CCOc1cccc(CNCCO)c1OCc1ccc(Cl)cc1Cl	9	-3.0	-0.2	-1.2	2	18	0	0	-5	2
CN(CC(=O)NC1CCCCC1)S(=O)(=O)c1cccc2nsnc12	3	.	i	4.1	0	4	0	45	-3	2
COc1cc(Cl)c(CN2CCCC(CO)(Cc3cccc(Cl)c3)C2)cc1OC (stereo not given)	-5	1.6	-1.6	0.2	-4	14	9	6	-20	-4
Cc1cccc2sc(N(CCCN(C)C)C(=O)c3sc4ccccc4c3Cl)nc12	13	.	-0.4	1.1	3	-6	-6	8	40*!	0
CC(=O)c1sc(NCc2ccc(C)cc2)nc1C	-5	2.2	-3.1	-0.2	-4	10	-3	-25	-6	-1
O=c1[nH]c2cc3c(cc2cc1CN(Cc1cccnc1)Cc1nnnn1Cc1ccco1)OCCO3	54*	-0.9	4.2	0.2	-2	10	1	35	2	-12
CCCS(=O)(=O)c1cnc(C2COc3ccccc3O2)nc1N (stereo not given)	7	0.8	0.0	-3.2	3	7	9	7	-2	-7
CSc1nc2c(c(=O)[nH]1)C(c1ccc(Br)cc1)CC(=O)N2 (stereo not given)	-2	1.6	0.5	-0.5	-1	1	2	15	-7	-9
COc1ccc(N2CCN(C(=O)Cn3nnc(-c4ccc(OC)c(OC)c4)n3)CC2)cc1	3	0.0	i	-0.2	0	3	1	4	3	-9
COc1ccc(CN2CCC(c3nc4ccc(Cl)cc4[nH]3)CC2)cc1	10	0.0	-0.1	-0.9	-1	6	-5	47	-17	2
CC(C(=O)Nc1ccc2c(c1)OCCO2)c1ccc([N+](=O)[O-])cc1 (stereo not given)	9	1.7	i	-1.0	0	-1	-1	14	-9	5
COc1ccc(OCc2cc(C(=O)N(C)CC3CCCCO3)no2)c(Cl)c1 (stereo not given)	1	1.0	-0.2	-0.4	4	27	3	14	1	1
O=C(CSc1ncn[nH]1)Nc1ccc(S(=O)(=O)N2CCCC2)cc1	2	.	3.6	4.1	-1	2	1	17	-6	0
CN1C(=O)c2ccc(NC(=O)C3CCCCC3)cc2C1=O	9	0.3	-0.5	-0.4	-10	5	-2	32	-22	-1
O=C(O/N=C\c1ccc(N2CCCCC2)c([N+](=O)[O-])c1)c1c(F)cccc1F	-5	.	i	-0.3	-5	-6	-8	25	.	-1
C=C(C)CNC(=S)NNC(=O)CCn1c2cc(Cl)ccc2c2ccc(Cl)cc21	-3	.	-0.3	3.4	3	-4	-1	-8	-7	-11
CCC1(CC)NC(=O)N(CC(=O)OCC(=O)Nc2ccc(C(F)(F)F)cc2)C1=O	15	.	0.4	0.1	1	0	1	7	-4	6
Cc1cccc(C(=O)Nc2nnc(SCC(=O)NCc3ccco3)s2)c1	5	0.5	0.4	-0.5	-2	4	4	10	-14	-5
COc1ccc(OC)c(NC(=O)CN(c2ccc(C)cc2)S(=O)(=O)c2c(C)noc2C)c1	9	.	i	2.0	0	1	-5	4	-12	1
CCOC(=O)c1c(NC(=O)CNCC(O)CO)sc(C)c1C (stereo not given)	-1	.	-0.6	0.5	-1	12	-2	24	-5	-1
Cc1ccc(CC(=O)N2CCN(c3ccc([N+](=O)[O-])cc3)CC2)cc1	1	0.6	-0.4	2.4	-8	31	.	31	2	-1
COc1ccccc1N1CCN(C2CCCN(C(=O)C3=NN(C)C(=O)CC3)C2)CC1 (stereo not given)	7	-0.8	-0.3	-0.4	-1	-10	1	52*	-9	4
CC(C)N(NC(=O)c1cccc2ccccc12)C(C)C	5	1.4	-0.5	0.5	1	2	0	-21	-3	-9

These rows are one share of the data; the hit share may differ from the screen's.
